HepG2 tox = qHTS for Inhibitors of TGF-b: Cytotox Counterscreen. HepG2 CAGA-GFP viability, ATP luminescence, 18 h. Potency, µM (doses to about 46.1 µM), for inactives: at the top dose activity change, negative = cytotoxicity, hits mostly cytotoxic. 410,000 compounds, 0.76% hits; also: potency is read from the fitted curve at half-maximal effect; some results filed as inactive show a strong effect at the top dose
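CellTiter-Glo luminescence gave cytotoxicity after 18 hours at 37 degrees C. The cells were HepG2 CAGA-GFP in 1% FBS DMEM, stimulated with 500 pg/mL TGF-beta after compound addition. %Activity was normalised to no-cell wells (complete cell-killing) and DMSO (no toxicity), and curves were fitted and classified.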
MCF10A rerep = A quantitative high throughput screen for small molecules that induce DNA re-replication in MCF 10a normal breast cells; MCF 10A DNA re-replication, Hoechst nuclear intensity, 48 h; Potency, µM (doses to about 46.1 µM), inactives show at the top dose activity, positive = re-replication, usual class: activators; 350,000 compounds, 2.9% hits; AID 624296, 2012; also: potency is read from the fitted curve at half-maximal effect; % of control where 0% means no effect; nearly all actives have a fitted effect of over 50% in size
IL1B secr inh = qHTS for Inhibitors of Inflammasome Signaling: IL-1-beta AlphaLISA Primary Screen; 360,000 compounds, 4.7% hits; activity change, % at 57.5 µM; THP-1 LPS/ATP IL-1B secretion, AlphaLISA, 16 h; stronger effect = lower value; AID 743279, 2014; in the data active = activity change below about -50%; inconclusive = mostly about -30% to -49%; also: % is scaled to controls: 0 for no effect and ±100 for the full control effect
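Secreted IL-1B measured by AlphaLISA bead assay after 16 h compound exposure of THP-1 cells; compounds (final up to 57.5 uM) added 1 h before LPS (250 ng/mL) and ATP (1.25 mM) stimulation; lower signal means less secretion.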
ATXN viability = Viability Counterscreen for Primary qHTS for Inhibitors of ATXN expression | S2 cells (HEK-293 line with an ATXN2-luciferase reporter) viability, CellTiter-Fluor protease fluorescence, 24 h | Potency, µM (series often up to 56.7 µM), usual class: cytotoxic | 400,000 compounds, 0.49% hits | AID 651635, 2014; also: potency is read from the fitted curve at half-maximal effect; nearly all actives have a fitted effect of over 40% in size
A549 viability = Nrf2 qHTS screen for inhibitors: counterscreen for cytotoxicity. A549 ARE-Fluc cells, CellTiter-Fluor viability, 18-24 h. Potency, µM (titrated, usually from 46 µM), inactives show top-dose activity change, negative = cytotoxicity, hits mostly inhibitors. 390,000 compounds, 0.16% hits. AID 504648, 2011; also: potency is read from the fitted curve at half-maximal effect; % is scaled to controls: 0 for no effect and ±100 for the full control effect
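Cytotoxicity counterscreen: CellTiter-Fluor fluorescence was measured in A549 ARE_Fluc cells after 18-24 h of compound exposure in a concentration series. The subsequent BugLite luminescent read reports ARE-luciferase activity.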
ATXN2 expr inh = Primary qHTS for Inhibitors of ATXN expression; HEK-293 ATXN2-luciferase reporter, luminescence, 24 h; Potency, µM (series often up to 57 µM), without a hit: top-dose activity change, negative = inhibition, hits mostly inhibitors; 360,000 compounds, 0.72% hits; AID 1745845, 2022; also: potency is read from the fitted curve at half-maximal effect; % is scaled to controls: 0 for no effect and ±100 for the full control effect; nearly all actives have a fitted effect of over 55% in size
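qHTS (up to 57 uM final) was run with 24 h compound exposure of reporter cells at 37 °C. Each well was multiplexed: SteadyGlo luminescence measured ATXN2-luciferase expression after a fluorogenic Gly-Phe-AFC viability readout (25 uM final).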
TGFb SMAD3 inh = qHTS for Inhibitors of TGF-b | HepG2 CAGA-GFP TGF-b/SMAD3 reporter, GFP fluorescence, 18 h; TGF-beta stimulated, 500 pg/mL final | Potency, µM (doses to about 46.1 µM), without a hit: at the highest dose activity, negative = inhibition, hits mostly inhibitors | 410,000 compounds, 1.2% hits; also: potency is read from the fitted curve at half-maximal effect; % is scaled to controls: 0 for no effect and ±100 for the full control effect; nearly all actives have a fitted effect of over 65% in size
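Smad-responsive CAGA-GFP expression was quantified in HEPG2 cells exposed to compounds and 500 pg/mL final TGF-beta for 18 h at 37 degrees C; unstimulated wells defined full inhibition.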
Nrf2 inh = Nrf2 qHTS screen for inhibitors; Potency, µM (top dose mostly 46 µM), for the others: top-dose activity change, negative = inhibition, most hits filed as inhibitors; A549 ARE-Fluc reporter, luciferase luminescence, 18-24 h; 360,000 compounds, 2.1% hits; also: potency is read from the fitted curve at half-maximal effect; % is scaled to controls: 0 for no effect and ±100 for the full control effect; nearly all actives have a fitted effect of over 60% in size
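In this cell-based qHTS, ARE-driven firefly luciferase in A549 cells reports Nrf2 activity; the luminescent signal after BugLite lysis is the measured value, with a prior CellTiter-Fluor read for cell health.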
Nrf2 activator = qHTS of Nrf2 Activators; AREc32 ARE-luciferase reporter (MCF7-derived line), luminescence, 24 h; Potency, µM (highest dose often 46.1 µM), without a hit: top-dose activation, hits mostly activators; 410,000 compounds, 0.31% hits; AID 624171, 2012; also: potency is read from the fitted curve at half-maximal effect; % of control where 0% means no effect; nearly all actives have a fitted effect of over 65% in size
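Each well held 1000 AREc32 cells, which were incubated with compound for 24 hr at 37 deg C after overnight attachment, and ARE reporter activity was quantified by firefly luciferase luminescence.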
* = called active by the depositor; i = inactive; ? = inconclusive; nt = no result given; [ ] = remark or other dose. Unless noted, calls follow the shape of the dose curve; as a rule, active = well fitted curve in the direction sought with a large enough effect; inconclusive = small, poorly fitted or top-dose-only effect, or another doubt; inactive = no such curve, though single readings can be large; an effect the other way counts as inactive or inconclusive.

Every second line gives: HepG2 tox	MCF10A rerep	IL1B secr inh	ATXN viability	A549 viability	ATXN2 expr inh	TGFb SMAD3 inh	Nrf2 inh	Nrf2 activator
CCSc1nsc(NC(=O)Nc2ccc(F)cc2F)n1
 : -59%	?	-90*	?	-16%	nt	?	?	8.2%
Cc1ccc(C)c(N(CC(=O)NC2CCCC2)C(=O)c2csnn2)c1
 : -1%	-1%	2	i	1%	2%	0%	0%	-0.2%
CSCCC(NC(=O)c1ccco1)C(=O)N1CCCCCCC1 (stereo not given)
 : 6%	6%	-1	i	-10%	-10%	14%	-10%	0.4%
CC(=O)N1CCN(c2ccc(NC(=O)c3cc4ccccc4o3)cc2)CC1
 : 11%	-1%	-19	i	0%	nt	15%	0%	2.7%
O=C(CSc1nnc2ccccn12)Nc1ccc(S(=O)(=O)N2CCOCC2)cc1
 : 5%	4%	17	nt	1%	-20%	10%	7%	-0.4%
O=c1c2ccccc2ncn1-c1cccc([N+](=O)[O-])c1
 : -19%	-6%	2	i	9%	-13%	-31%	41%	15%
COCCN1CCN(C(=O)c2ccc3nc(Cc4ccc(OC)c(OC)c4)oc3c2)CC1
 : 6%	17%	i	i	-1%	-2%	-2%	?	1.0%
COc1ccc(C)cc1Nc1n[n+](-c2ccccc2)c(-c2cc(OC)c(OC)cc2Br)s1
 : -22%	8%	-11	22µM*	0%	?	?	?	-1.7%
O=C(NCC1CCCO1)c1ccc(S(=O)(=O)Nc2ccccc2F)cc1 (stereo not given)
 : -1%	?	8	i	-8%	-8%	-1%	-5%	-0.3%
O=C(Oc1ccc[nH]c1=O)c1cccc(Cl)c1
 : 4%	2%	-20	i	1%	nt	-3%	-5%	-0.8%
Cc1cc(C)c(NC(=O)C2CCCN(S(=O)(=O)c3c(C)noc3/C=C/N(C)C)C2)c(C)c1 (stereo not given)
 : -15%	?	-13	i	7%	-1%	-11%	10%	-0.8%
CCOC(=O)C1=C(C)N=c2s/c(=C\c3ccc(O)c([N+](=O)[O-])c3)c(=O)n2C1c1ccccc1OC (stereo not given)
 : 0%	?	61	?	-25%	?	-2%	-11%	0.1%
Cc1ccc(C)c(OCCCC(=O)N2CCOCC2)c1
 : 6%	0%	0	i	-6%	21%	12%	9%	3.0%
CCc1ccc(Nc2sc(C(=O)c3ccc(F)cc3)c(N)c2S(=O)(=O)c2ccccc2)cc1
 : -26%	nt	nt	nt	-9%	nt	-27%	?	-0.1%
O=C(Nc1ccc2nc(SCCOc3ccccc3Cl)sc2c1)c1ccco1
 : -4%	nt	nt	?	-1%	-13%	-18%	?	-0.2%
Cc1cc2nnc(SC(C)C)n2c2ccccc12
 : -32%	26%	-19	i	-5%	2%	-2%	-1%	0.4%
COC(=O)c1ccc(-n2c(C)cc(C(=O)COC(=O)C3=COCCO3)c2C)cc1
 : 1%	1%	11	i	1%	12%	0%	-22%	2.1%
CCn1ncc(Br)c1C(=O)Nc1cc(C)cc(C)c1
 : -7%	0%	-5	i	4%	9%	-11%	-6%	-0.3%
Cc1ccc(OCC(=O)NCC(=O)OCc2cc(=O)n3nc(C(C)C)sc3n2)cc1
 : -18%	nt	nt	i	18%	-3%	-16%	25%	0.0%
CC(C)c1csc(CN2CCC(CO)(Cc3cccc(F)c3)CC2)n1
 : -2%	?	-59*	i	-4%	-14%	1%	-29%	5.1%
CCC(=O)OC1(C)C(=O)C=C2C=C(CCCC(=O)OC)OC=C2C1=O (stereo not given)
 : -18%	0%	24	i	-13%	-4%	1%	-7%	-0.3%
O=C(N/N=C/c1c[nH]c2ccccc12)c1cc(-c2ccc(-c3ccccc3)cc2)n[nH]1
 : -76%	15µM*	78	nt	18µM*	?	?	?	18%
CC(=O)OCCCCON1C(=O)c2ccccc2C1=O
 : 3%	-16%	-12	i	5%	6%	?	2%	-0.7%
CCN1CCN(C(=O)CSc2cc(=O)n(CC)c3ccccc23)CC1
 : -18%	1%	-4	i	2%	63%[activator]	13%	-15%	6.5%
CCOC(=O)N1CCC(N(CCOC)C(=S)Nc2cccc(SC)c2)CC1
 : -14%	-12%	-2	i	-1%	-5%	-7%	-15%	3.5%
O=C(NC(=S)NC1CCS(=O)(=O)C1)c1cccc([N+](=O)[O-])c1 (stereo not given)
 : 3%	3%	21	i	1%	7%	-2%	-3%	2.2%
Fc1ccccc1NC(=S)N/N=C/c1ccccc1Br
 : -6%	?	13	i	-9%	67%[activator]	20%	?	4.1%
C=CCn1c(=O)c(C(=O)NCCN(CC)CC)c(O)c2ccccc21
 : 12%	?	-7	i	?	4%	?	nt	8.7%
COc1ccc(NS(=O)(=O)c2cccc(C(=O)NCC(c3ccccc3)N(C)C)c2)cc1 (stereo not given)
 : -3%	-2%	-3	i	2%	-8%	11%	5%	0.0%
CNC(=O)/C(C#N)=C/c1c(N2CCN(c3cccc(Cl)c3)CC2)nc2c(C)cccn2c1=O
 : -25%	2.9µM*	-66*	nt	?	-28%	-15%	?	2.2%
CCC(=O)N1CCCC1(C)C(=O)Nc1cc(OC)ccc1OC (stereo not given)
 : 2%	nt	9	i	nt	6%	-9%	nt	-0.3%
CN(CC(=O)NCC1CCCCC1)S(=O)(=O)c1ccc(Cl)cc1
 : 0%	1%	0	i	1%	9%	-16%	-10%	-0.6%
Cc1nnc(SCCC(=O)Nc2ccccc2Cl)o1
 : -62%	7%	0	i	3%	-11%	15%	2%	2.6%
CCOC(=O)c1ccc(NC(=O)CCc2c(C)n(CC)c3cc(-c4ccccc4OC)nn3c2=O)cc1
 : 1%	nt	nt	?	-5%	2%	11%	1%	0.6%
CC1=C(C(=O)Nc2cccc(C(=O)NC(C)C)c2)SCCO1
 : -15%	1%	3	?	-1%	12%	-2%	1%	0.1%
N#Cc1ccc(COC(=O)c2ccc(N3CCCC3)c([N+](=O)[O-])c2)cc1
 : -21%	?	0	i	-2%	-30%	?	-10%	4.3%
Cc1c(CC(=O)NCCc2ccccc2F)c(=O)oc2c(C)c3occ(C(C)(C)C)c3cc12
 : -16%	nt	nt	nt	-3%	nt	?	9%	-0.5%
COc1ccc(C(=O)NC(=S)Nc2ccccc2N2CCOCC2)cc1[N+](=O)[O-]
 : 8%	?	22	i	0%	4%	0%	9%	3.4%
CCOc1ccc(N2CC(C(=O)NCc3ccccc3)CC2=O)cc1 (stereo not given)
 : -1%	0%	-10	i	9%	-18%	-2%	-6%	2.9%
O=C1OCCN1C(=O)[C@H]1[C@H](c2ccc([N+](=O)[O-])cc2)C(c2ccc(F)cc2)=NN1c1ccc(Br)cc1
 : -29%	-31%[inhibitor]	?	?	-15%	-17%	?	-14%	5.8%

Four compounds drawn at random from those above:
Every second line gives: HepG2 tox	MCF10A rerep	IL1B secr inh	ATXN viability	A549 viability	ATXN2 expr inh	TGFb SMAD3 inh	Nrf2 inh	Nrf2 activator
COCCN1CCN(C(=O)c2ccc3nc(Cc4ccc(OC)c(OC)c4)oc3c2)CC1
 : 6%	17%	i	i	-1%	-2%	-2%	?	1.0%
CCOC(=O)C1=C(C)N=c2s/c(=C\c3ccc(O)c([N+](=O)[O-])c3)c(=O)n2C1c1ccccc1OC (stereo not given)
 : 0%	?	61	?	-25%	?	-2%	-11%	0.1%
C=CCn1c(=O)c(C(=O)NCCN(CC)CC)c(O)c2ccccc21
 : 12%	?	-7	i	?	4%	?	nt	8.7%
Cc1nnc(SCCC(=O)Nc2ccccc2Cl)o1
 : -62%	7%	0	i	3%	-11%	15%	2%	2.6%

Remaining list, next part.
mol	HepG2 tox	MCF10A rerep	IL1B secr inh	ATXN viability	A549 viability	ATXN2 expr inh	TGFb SMAD3 inh	Nrf2 inh	Nrf2 activator
O=C(O)c1ccccc1NC(=S)NC(NC(=O)c1ccccc1[N+](=O)[O-])C(Cl)(Cl)Cl (stereo not given)	-6%	11%	19	i	-3%	5%	?	-3%	-0.9%
O=C(O)C1CCCNC1 (stereo not given)	2%	-23%	1	i	-3%	-2%	36%[activator]	-8%	-1.6%
Nc1ccc(Sc2nc3ccccc3[nH]2)cc1	1%	19%[9.22 µM]	-24	i	3%	-5%	-1%	-3%	0.1%
CCCc1cc(=O)n2[nH]c(SCc3ccc(Cl)cc3)nc2n1	11%	21%	-72*	i	13%	-15%	13%	11%	-0.4%
N#Cc1ccsc1NC(=O)c1ccc(Cl)c([N+](=O)[O-])c1	-34%	5%	?	i	-3%	nt	7.1µM*	0%	24%
Cc1ccc([N+](=O)[O-])c(C)[n+]1C	-5%	-10%	20	i	1%	nt	-22%	-19%	-0.8%

Source: PubChem BioAssay (National Center for Advancing Translational Sciences (NCATS))
